E coli WT exp – growth inhibitors of wild-type E. coli, primary screen, strain BW25113, expanded library, OD600; OD600 absorbance; growth inhibition, % at 100 µM; hit rate 0.15% among 98,000; AID 710, 2007;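 active = growth inhibition above about 50% at one test dose, limit read from the data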;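 also: growth measured after 20 h incubation at 37 °C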
VCAM1 TNFa inh – inhibitors of TNFa-induced VCAM1 expression, primary screen, imaging, HUVEC, TNFa stimulus, immunofluorescence. HUVEC TNFa-induced VCAM-1 immunofluorescence, high-content imaging. inhibition, % at 2 µM. hit rate 0.48% among 95,000. AID 802, 2007;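 active = inhibition above the batch mean plus 3 SD, with images confirmed as a hit by eye, cut at about 37% in these data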;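 also: 0% = TNF-stimulated DMSO wells and 100% = unstimulated control wells; not every result past the cut was called active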
HUVEC tox IL1B – cytotoxicity in IL-1B stimulated HUVEC, primary screen, cytotoxicity control for IL-1B NFkB translocation project, imaging, Hoechst nuclear count, IL-1B stimulus; cell count reduction, % at 2 µM; hit rate 0.41% among 94,000; HUVEC cell count loss;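 active = cell count reduction more than 3 SD above the screen-wide mean, cut at about 70% in these data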;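 also: normalized per plate to untreated control cells as the no-loss baseline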
HUVEC tox TNFa – cytotoxicity in TNFa-stimulated HUVEC, primary screen, cytotoxicity control for VCAM1 expression modulator project, imaging, Hoechst nuclei count; cell count reduction, % at 2 µM; AID 848, 2007; HUVEC TNFalpha-stimulated, Hoechst cell count; hit rate 0.17% among 93,000;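 active = cell count reduction exceeding the screen mean by over 5 SD, scaled to untreated wells per plate, cut at about 78% in these data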;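 also: cells counted after 24 h of TNF alpha exposure following the 1 h pretreatment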
Plk1 PBD FP – Plk1 polo box domain binding inhibitors, primary screen, biochemical, fluorescence polarization. hit rate 0.13% among 97,000. inhibition, %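 (tested at about 20 µM)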. Plk1 PBD phosphopeptide binding; in the data active = inhibition above about 34%, passing the limit was not always enough
hDAT+cocaine – changed hDAT dopamine uptake under cocaine IC80, either direction, primary screen, cocaine antagonist project, cell-based, LLC-PK1 hDAT, [14C]-dopamine uptake, MLSMR; Sodium-dependent dopamine transporter (Homo sapiens), Q01959; LLC-PK1 hDAT cells, [14C]-dopamine uptake with cocaine IC80; actives deviate in either direction; B-score at 10 µM; hit rate 1.3% among 110,000; AID 449768, 2010;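 active = Z score or B-score, a plate-position-corrected score, falls beyond the plate's 99.7% confidence bounds, in either direction; inactive = both scores lie inside the 99.7% bounds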;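 also: scored against the spread of the other compound wells on the same plate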
cytoskel mod – modifiers of F-actin cytoskeleton organization, primary screen, imaging, HUVEC, phalloidin staining, high-content imaging; inhibition, % at 2 µM; hit rate 0.18% among 91,000; HUVEC TNFa F-actin phalloidin imaging;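 active = inhibition above the batch mean plus 3 SD and confirmed as a hit by visual image inspection, cut at about 30% in these data, passing the limit was not always enough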; also: strong numbers were not always called active
PLK1 inh – human PLK1 kinase inhibitors, primary screen, biochemical, TR-FRET | Serine/threonine-protein kinase PLK1 (Homo sapiens), P53350 | recombinant PLK1 kinase, TR-FRET peptide phosphorylation | inhibition, % at 10 µM | hit rate 0.53% among 97,000 | AID 619, 2007;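 active = inhibition of 50% or more in the single-concentration screen; inactive = inhibition below 50%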;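 also: 0% = DMSO max control and 100% = H-89 dihydrochloride min control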
sEH inhibitor – soluble epoxide hydrolase inhibitors, primary screen, biochemical, human sEH. Bifunctional epoxide hydrolase 2 (Homo sapiens), P34913. recombinant human sEH enzymatic activity assay. inhibition, % at 2 µM. AID 707, 2007. hit rate 0.34% among 91,000; in the data active = inhibition above about 80%; also: values of inactives mirror those of a sister screen read the other way; many of its hits are not listed in these tables
Target sequence (P34913 whole entry, looked up): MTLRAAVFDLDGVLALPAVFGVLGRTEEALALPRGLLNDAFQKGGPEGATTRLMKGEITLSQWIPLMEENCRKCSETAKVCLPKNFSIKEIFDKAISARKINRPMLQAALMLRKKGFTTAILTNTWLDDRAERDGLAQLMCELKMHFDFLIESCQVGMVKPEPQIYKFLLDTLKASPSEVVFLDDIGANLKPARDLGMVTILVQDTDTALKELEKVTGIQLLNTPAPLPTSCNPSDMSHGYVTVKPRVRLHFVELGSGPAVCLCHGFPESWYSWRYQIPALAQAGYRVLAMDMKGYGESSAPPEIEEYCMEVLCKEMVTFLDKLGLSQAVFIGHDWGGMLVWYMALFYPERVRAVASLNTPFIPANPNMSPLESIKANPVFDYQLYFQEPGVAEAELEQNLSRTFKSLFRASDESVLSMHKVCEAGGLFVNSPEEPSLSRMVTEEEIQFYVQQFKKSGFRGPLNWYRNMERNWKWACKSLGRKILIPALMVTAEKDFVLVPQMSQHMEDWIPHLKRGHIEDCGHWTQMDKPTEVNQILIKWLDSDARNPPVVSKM
Starred values were filed as active, the others as inactive; . = not tested or not shown.

Every second line gives: PLK1 inh | HUVEC tox TNFa | cytoskel mod | E coli WT exp | Plk1 PBD FP | VCAM1 TNFa inh | HUVEC tox IL1B | hDAT+cocaine | sEH inhibitor
> Cc1ccc(NC(=O)c2sc(Cl)nc2-c2ccccc2)cc1C
  -10 | -13 | 6 | -8 | 11 | -36 | 5 | 0.68 | -9
> Cc1nnsc1C(=O)NNS(=O)(=O)c1ccccc1
  -12 | 7 | -4 | 7 | -24 | -11 | -5 | -0.59 | -2
> Cc1ccccc1NC(=O)c1cnc2ccccn2c1=O
  -8 | -21 | 1 | -9 | 1 | 4 | -27 | 0.26 | .
> Cc1ccc2c3c(c(SCC(=O)Nc4nccs4)nc2c1)CCCC3
  -45 | -12 | -8 | -3 | -12 | 12 | -35 | 0.35 | -2
> O=C(CSc1ccc2nnc(-c3ccncc3)n2n1)Nc1ccc2c(c1)OCO2
  -6 | -16 | 0 | 3 | 8 | 9 | -18 | -0.88 | 8
> COc1ccc2nc(SCC(=O)NC(C)(C)C)[nH]c2c1
  -13 | 16 | 7 | 6 | -13 | 6 | 2 | 0.0081 | 8
> CCNc1nc2c(c(=O)[nH]c(=O)n2C)n1CC(C)C
  -11 | -31 | 6 | 5 | 3 | 11 | 11 | -0.54 | -10
> CC(C)N1C(=O)/C(=C/c2nc3ccccc3c(=O)n2-c2ccccc2)c2ccccc21
  -7 | 16 | -11 | -7 | -11 | 7 | -22 | -0.032 | -4
> O=C(COc1cccc(NC(=O)c2ccco2)c1)c1ccccc1
  3 | -19 | -7 | 9 | 14 | 18 | -23 | 0.29 | 17
> N#Cc1ccc(CSc2ncnc3c2cnn3Cc2ccccc2)cc1
  -4 | -13 | -6 | -16 | -4 | -8 | -34 | -0.017 | -13
> COc1ccccc1Nc1ncc(-c2cccs2)s1
  -6 | -15 | 1 | 1 | -15 | 16 | 1 | -0.8 | .
> CCN(CC)c1ccc(NC(=O)c2nc3nc(C)cc(C(F)F)n3n2)cc1
  -6 | 1 | -9 | 12 | -23 | 6 | 13 | 0.003 | -10
> CC1CN(C(=O)c2ccncc2)CC(C)O1 (stereo unspecified)
  -10 | 0 | -8 | -20 | -17 | 6 | -64 | -0.32 | 6
> CC(C)COC(=O)Nc1ccccc1C(=O)N1CCOCC1
  12 | -10 | -5 | -3 | 2 | 12 | -10 | -0.41 | -14
> COc1ccc(N=C2S/C(=C\c3cc(C)n(C)c3C)C(=O)N2CC(C)C)cc1
  -7 | 1 | 8 | -12 | -20 | 0 | -69 | . | 8
> CCOc1ccc(Cn2c(SCCCCC#N)nc3c2c(=O)n(C)c(=O)n3C)cc1OCC
  -8 | 9 | 0 | 28 | 6 | 2 | -5 | 0.51 | -3
> NC(=S)N/N=C/c1ccc(-c2ccc(Cl)c(Cl)c2)o1
  -8 | 8 | -5 | -4 | 33 | 68* | 36 | -0.031 | -10
> O=C(NCC1CCCO1)C1CCC(=O)N1CCc1ccccc1 (stereo unspecified)
  -2 | -8 | 2 | -1 | -10 | -2 | 3 | 0.11 | -1
> CCCCOP(=O)(c1ccc(N(C)C)cc1)C(O)c1ccccc1F (stereo unspecified)
  -2 | -4 | -11 | 4 | 6 | -8 | 0 | 1 | 9
> COc1cc(NC(=O)c2ccc(Cl)cc2)c(OC)cc1Cl
  -3 | . | -6 | -2 | -19 | 30 | -1 | -0.31 | 10
> CC(O)(CS(=O)(=O)Cc1ccc(Cl)cc1)C(=O)Nc1cccc(C(F)(F)F)c1 (stereo unspecified)
  0 | -4 | -16 | -6 | -25 | 18 | -26 | 0.62 | 4
> Cc1nnc(SCCn2c(N3CCN(Cc4ccccc4)CC3)nc3c2c(=O)[nH]c(=O)n3C)s1
  -8 | -4 | -13 | 3 | -24 | -3 | . | -0.35 | .
> CCN(Cc1ccccc1)S(=O)(=O)c1ccc(C(=O)Nc2nnc(-c3ccccc3OC)o2)cc1
  -9 | -10 | . | -3 | -5 | 8 | 9 | . | 2
> CCOc1ccc(NC(=O)CCn2c(=O)[nH]c3ccsc3c2=O)cc1
  -1 | -20 | 7 | -12 | 12 | 14 | 18 | -0.44 | 1
> CC(C)(C)c1ccccc1N=Cc1ccc2ccccc2n1
  0 | -4 | -18 | 6 | -14 | 3 | -27 | 0.034 | 3
> COc1cccc(-n2nnnc2SCC(=O)Nc2ccc3c(c2)OCCO3)c1
  -5 | -30 | 17 | -4 | 21 | -16 | -2 | 0.39 | 26
> CCCCc1nnc(NC(=O)CC(=O)Nc2ccccc2C(=O)O)s1
  -5 | -20 | 4 | 1 | 2 | -10 | -3 | 1.2 | -5
> O=S(=O)(CC(O)COc1ccccc1Cl)c1ccccc1 (stereo unspecified)
  -10 | -10 | -3 | 9 | 24 | 25 | 17 | -0.073 | -2
> COc1ccccc1-c1nnc(SCC(=O)NCc2c(C)c(Cl)cc(C(C)C)c2O)o1
  -9 | -18 | -28 | 3 | 0 | 0 | -112 | . | -18
> CCN(CCO)Cc1csc2cccc(Br)c12
  -7 | 5 | 15 | 10 | -15 | 4 | -52 | . | 5

Look-ups from the results shown.
PLK1 inh with CCCCc1nnc(NC(=O)CC(=O)Nc2ccccc2C(=O)O)s1 reads -5
cytoskel mod with Cc1ccc(NC(=O)c2sc(Cl)nc2-c2ccccc2)cc1C reads 6

Continuation:
Every second line gives: PLK1 inh | HUVEC tox TNFa | cytoskel mod | E coli WT exp | Plk1 PBD FP | VCAM1 TNFa inh | HUVEC tox IL1B | hDAT+cocaine | sEH inhibitor
> Cc1ccc(NC(=O)C2CCCN2C(=O)Oc2ccccc2)cc1C (stereo unspecified)
  -5 | -12 | 6 | -3 | -17 | -1 | 12 | 0.075 | 12
> COC(=O)c1ccc2c(c1)SC1=C(CCCC1=O)N2
  -15 | 8 | -7 | -3 | -11 | 7 | -18 | 0.21 | -6
> CCc1cc2c(=O)n(C(C)C(=O)OC3CCCCC3)cnc2s1 (stereo unspecified)
  -2 | -14 | -6 | 1 | -15 | -16 | 7 | 0.4 | 5
> CC(C)c1nc(NCCN2CCOCC2)c(C#N)c2c1COC(C)(C)C2
  -9 | -24 | 21 | 7 | -22 | -3 | -22 | 0.73 | .
> CCn1ncc(C2=NOC(C(=O)NCC(C)C)C2)c1C (stereo unspecified)
  0 | -36 | -9 | 1 | 14 | 7 | -24 | -0.87 | -1
> CC(C(=O)O)n1c(C(F)(F)F)nc2ccccc21 (stereo unspecified)
  -3 | -15 | 4 | 8 | -16 | -7 | 2 | -1.3 | 0
> CCCC(=O)Nc1nc(-c2ccc3c(c2)OCCO3)cs1
  10 | -6 | 10 | 11 | -13 | 6 | 8 | 0.62 | -8
> CCC(Oc1cc(Cl)ccc1Cl)C(=O)NN1C(=O)C2C3CCC(C3=C(C)C)C2C1=O (stereo unspecified)
  -5 | -5 | -4 | -6 | -5 | 15 | 17 | -0.24 | -6
> C=CCc1ccc(OCCOCCOc2cccc3ccc(C)nc23)c(OC)c1
  -7 | -25 | 15 | 9 | -2 | -13 | -72 | 1.3 | 5
> Cc1cccc(-n2c(SCC(=O)Nc3nonc3C)nnc2-c2ccoc2C)c1
  -3 | -11 | -14 | 8 | -4 | 4 | -9 | 0.79 | -2
> CCOc1ccc(-c2nnn(CC(=O)Nc3cccc(OC)c3)n2)cc1OCC
  -11 | 8 | 0 | -13 | 24 | 12 | -10 | 1.4 | -6
> Cc1cccc(-n2ncc3c(NCCc4ccc(S(N)(=O)=O)cc4)ncnc32)c1
  71* | . | . | -2 | -5 | . | . | 0.65 | .
> CCOc1cc2[nH]c(=S)n(CCC(=O)NCc3ccc(OC)cc3)c(=O)c2cc1OCC
  -12 | -12 | 53 | -1 | 21 | 7 | 7 | . | 11
> COC(=O)C1CSC(C(=O)OC)N1C(=O)Nc1ccc(Cl)c(Cl)c1 (stereo unspecified)
  -6 | -10 | -12 | 1 | 31 | 11 | 0 | 0.37 | 11
> Cc1ccc2c(CN3CCN(S(=O)(=O)c4ccc5c(c4)OCCO5)CC3)cc(=O)oc2c1C
  3 | -19 | -4 | -12 | 7 | 3 | -7 | -1.2 | .
> COc1ccc2[nH]c(=O)c(CN(C(=O)COc3ccccc3)C(C)C)cc2c1
  2 | -18 | 14 | 2 | -37 | 11 | 9 | 0.39 | -10
> Cc1nn(C)c(Oc2ccccc2)c1CCNS(=O)(=O)c1ccc(F)cc1
  -19 | . | . | 5 | 10 | . | . | 0.9 | .
> Nc1ccc2nc(CN3CCOCC3)[nH]c2c1
  -6 | -23 | 2 | 4 | 9 | -1 | -11 | . | -18
> CCSc1cc(N2CC(C)OC(C)C2)nc(-c2ccccc2Cl)n1 (stereo unspecified)
  -15 | -28 | -1 | -1 | -16 | 3 | 6 | -0.00042 | 13

Limited to HUVEC tox IL1B (two entries from above):
SMILES	HUVEC tox IL1B
CCc1cc2c(=O)n(C(C)C(=O)OC3CCCCC3)cnc2s1 (stereo unspecified)	7
Nc1ccc2nc(CN3CCOCC3)[nH]c2c1	-11

Profiles, quoted from the list.
CCn1ncc(C2=NOC(C(=O)NCC(C)C)C2)c1C (stereo unspecified) is listed as PLK1 inh: 0; HUVEC tox TNFa: -36; cytoskel mod: -9; E coli WT exp: 1; Plk1 PBD FP: 14; VCAM1 TNFa inh: 7; HUVEC tox IL1B: -24; hDAT+cocaine: -0.87; sEH inhibitor: -1
Cc1cccc(-n2ncc3c(NCCc4ccc(S(N)(=O)=O)cc4)ncnc32)c1 is listed as PLK1 inh: 71*; HUVEC tox TNFa: .; cytoskel mod: .; E coli WT exp: -2; Plk1 PBD FP: -5; VCAM1 TNFa inh: .; HUVEC tox IL1B: .; hDAT+cocaine: 0.65; sEH inhibitor: .
C=CCc1ccc(OCCOCCOc2cccc3ccc(C)nc23)c(OC)c1 is listed as PLK1 inh: -7; HUVEC tox TNFa: -25; cytoskel mod: 15; E coli WT exp: 9; Plk1 PBD FP: -2; VCAM1 TNFa inh: -13; HUVEC tox IL1B: -72; hDAT+cocaine: 1.3; sEH inhibitor: 5

In the list so far, these have a CF3 group.
Every second line gives: PLK1 inh | HUVEC tox TNFa | cytoskel mod | E coli WT exp | Plk1 PBD FP | VCAM1 TNFa inh | HUVEC tox IL1B | hDAT+cocaine | sEH inhibitor
> CC(O)(CS(=O)(=O)Cc1ccc(Cl)cc1)C(=O)Nc1cccc(C(F)(F)F)c1 (stereo unspecified)
  0 | -4 | -16 | -6 | -25 | 18 | -26 | 0.62 | 4
> CC(C(=O)O)n1c(C(F)(F)F)nc2ccccc21 (stereo unspecified)
  -3 | -15 | 4 | 8 | -16 | -7 | 2 | -1.3 | 0

Assay outcomes from PubChem.
